Bioassay records deposited in PubChem BioAssay by MTDP.
RNase H inhibition: RNase H inhibition, HIV 1 Gag Pol polyprotein, FRET biochemical assay, screening (AID 372). HIV-1 RT RNase H, FRET RNA/DNA substrate fluorescence; higher % means a stronger effect. inhibition, % at 10 µM; hits with a dose series show IC50 in µM. actives 0.77% (n = 100,000); in the data active = inhibition above about 50%
* = called active by the depositor. Only part of the results is shown; count on the stated rates, not on these rows.

SMILES | RNase H inhibition
NS(=O)(=O)c1cccc(C(=O)Nc2ccccc2)c1 | 9%
COc1cccc(/C=C2/C=C(c3ccc(C)cc3)OC2=O)c1OC(C)=O | 12%
COc1cc(/C=C2/N=C(c3ccccc3)OC2=O)cc(Cl)c1OC(C)=O | 8%
COc1ccc(OCC(=O)NNC(=O)c2ccccc2C)cc1 | 0%
CCOC(=O)C1=C(C)N=C2SCC(=O)N2C1c1ccc(F)cc1 (stereo not drawn) | 0%
COc1ccc(C(=O)/C=C2\NC(=O)CS2)cc1 | 6%
CCCC(=O)Nc1cccc(NC(=O)COc2ccccc2C)c1 | 13%
O=C(CN(c1cccc(Cl)c1)S(=O)(=O)c1ccccc1)N1CCN(c2ccccc2)CC1 | 13%
O=C(O)C1=NN(c2ccc(S(=O)(=O)O)cc2)C(=O)/C1=C\C=C\c1c(C(=O)O)[nH]n(-c2ccc(S(=O)(=O)O)cc2)c1=O | 11%
Cc1ccc(F)c(NC(=O)C2CC(=O)N(c3ccc(Cl)cc3)C2)c1 (stereo not drawn) | 0%
CCOc1ccccc1NC(=O)CN(Cc1ccccc1)S(=O)(=O)c1ccccc1 | 13%
O=C1NCC(O)=C1C=NCC(O)CO (stereo not drawn) | 2%
CCN(CC)c1ccc(-c2cc(-c3ccccc3)nc(-c3ccccc3)c2)cc1 | 17%
CC(C)(C)C1CCc2c(sc(NC(=O)c3ccncc3)c2C(N)=O)C1 (stereo not drawn) | 0%
O=c1c2c3c(sc2nc(SCc2ccccc2)n1-c1ccccc1)CCC3 | 3%
COc1ccc(CCNC2CC(=O)N(c3ccc(OC)cc3)C2=O)cc1 (stereo not drawn) | 17%
COc1ccc(C(=O)N2c3ccccc3C(N(C(C)=O)c3ccccc3)CC2C)cc1 (stereo not drawn) | 4%
COc1ccc(OC)c(NC(=O)c2ccc(OC)c([N+](=O)[O-])c2)c1 | 0%
COCCNC(=O)CN(c1ccc(F)cc1)S(=O)(=O)c1ccccc1 | 6%
Cc1ccc(S(=O)(=O)N(CC(=O)N2CCN(c3ccccc3)CC2)c2cc(C)cc(C)c2)cc1 | 39%
CC(=O)c1cccc(NC(=O)c2ccc(N3C(=O)c4ccc([N+](=O)[O-])cc4C3=O)cc2)c1 | 15%
C=CCNC(=O)C(=O)NCCCOC(C)C | 4%
CC(C)N(CCC#N)S(=O)(=O)c1ccccc1 | 4%
CCN(CC)c1ccc(C2C(C(C)=O)C(=O)CC(C)(O)C2C(C)=O)cc1 (stereo not drawn) | 5%
COc1cc(NC(=O)C(c2ccccc2)c2ccccc2)c(OC)cc1NC(C)=O | 0%
(continued)
SMILES | RNase H inhibition
CCc1nnc(NS(=O)(=O)c2ccc(N/C=C(\C#N)c3nc(-c4ccc(C)cc4)cs3)cc2)s1 | 8%
O=C(c1ccccc1)c1ccc2nc(-c3cccnc3)[nH]c2c1 | 0%
CC(C(=O)O)N1C(=O)/C(=C/c2ccccn2)SC1=S (stereo not drawn) | 10%
CC(C)c1ccccc1OCCCCOc1cccc2cccnc12 | 28%
O=C(O)COc1c(Cl)cc(/C=C2\C(=O)NC(=O)N(c3ccccc3)C2=O)cc1Cl | 1%
O=C(c1ccc2c3c(cccc13)CC2)N1CCN(c2ccccn2)CC1 | 2%
CC1CN(C(=S)c2ccc(O)cc2)CC(C)O1 (stereo not drawn) | 9%
CCOC(=O)C1CCN(Cc2ccc(Cl)cc2Cl)CC1 | 0%
O=C(O)CCCc1sc(/C(=N\O)C(=O)O)cc1[N+](=O)[O-] | 5%
CCOc1cccc(NC(=O)/C(C#N)=C\c2ccc(-c3cc([N+](=O)[O-])ccc3Cl)o2)c1 | 0%
Cc1ccccc1N1CC(C(=O)OCC(=O)c2ccc(Br)cc2)CC1=O (stereo not drawn) | 4%
COc1ccc(NC(=O)c2ccc(Cl)cc2[N+](=O)[O-])c(OC)c1 | 2%
COc1ccc(/C=C2/Sc3ccccc3C2=O)cc1[N+](=O)[O-] | 18%
CCOC(=O)C1=C(C)N=c2s/c(=C\c3ccc(Cl)cc3Cl)c(=O)n2C1c1ccc(C)cc1 (stereo not drawn) | 40%
Cc1ccccc1NC(=O)c1cccc(Cl)c1Cl | 1%
CCOc1ccccc1NC(=O)c1ccc(N(Cc2ccc(Cl)cc2)S(C)(=O)=O)cc1 | 6%
CN1C(=O)/C(=C2\SC(=S)N(CC3CCCO3)C2=O)c2ccccc21 (stereo not drawn) | 16%
CCc1ccc(/C=C2\SC(=S)N(CC(=O)N3CCOCC3)C2=O)cc1 | 12%
CCOc1cc([N+](=O)[O-])cc(C=Nc2cc(C(C)(C)C)ccc2O)c1O | 24%
CCOC(=O)C1=C(c2ccc(-c3ccccc3)cc2)C(=O)c2ccccc2C1=O | 13%
C/C=C/COC(=O)C1=C(C)NC(=O)NC1c1ccc(C)cc1 (stereo not drawn) | 22%
O=C(N=Nc1c(O)n(CN2CCOCC2)c2ccc(Br)cc12)c1ccncc1 | 0%
CC(C)C1=NN(C(=O)c2ccccc2)C(O)(C(C)(C)C)C1 (stereo not drawn) | 19%
Cc1ccn2cc(-c3cccc(NC(=O)c4cc5cc(Br)ccc5oc4=O)c3)nc2c1 | 16%
CCCc1cc(=O)oc2cc(OCc3c(F)cccc3Cl)ccc12 | 2%
(listing goes on)
SMILES | RNase H inhibition
CCCCN1C(=O)NC(=O)/C(=C\c2ccc(O)c(O)c2)C1=O | 42%
COc1cccc(-c2nc3cc(NC(=O)Cc4ccccc4)ccc3o2)c1 | 6%
CCOC(=O)C1=C(C)N=c2s/c(=C\c3ccc(OC)cc3)c(=O)n2C1c1ccc(Cl)cc1 (stereo not drawn) | 7%
COc1ccc(S(=O)(=O)N(CCc2ccccc2)CC(=O)Nc2ccc(C)cc2C)cc1 | 12%
COc1ccc(Cl)cc1NC(=O)/C(C#N)=C/c1cc(C)n(-c2cccc(Cl)c2)c1C | 9%
CSc1ccc(NC2CCN(Cc3ccccc3)CC2)cc1 | 8%
O=C(O)CCCCCN1C(=O)C(=O)/C(=C(/O)c2ccc(Cl)cc2)C1c1ccc(O)cc1 (stereo not drawn) | 5%
CCCOc1ccccc1/C=C(/C#N)c1nc2ccccc2[nH]1 | 1%
C=C(C)CSc1nc2c(c(=O)n1C1CCOC(C)(C)C1)C1(CCCC1)Cc1ccccc1-2 (stereo not drawn) | 8%
CCOC(=O)C1=C(C)N=c2s/c(=C3\C(=O)N(CC)c4ccccc43)c(=O)n2C1c1cccs1 (stereo not drawn) | 2%
COc1ccc(C(=O)N2CCN(Cc3cccnc3)CC2)cc1OC | 0%
COCCN1C(=O)C(=O)/C(=C(/O)c2ccccc2)C1c1ccccc1Cl (stereo not drawn) | 3%
COc1ccc(CCNC(=O)C2C3C=CC(C4CC34)C2C(=O)O)cc1OC (stereo not drawn) | 0%
COc1ccc(NC2=CC(c3cccc([N+](=O)[O-])c3)N(c3ccc(OC)cc3)C2=O)cc1 (stereo not drawn) | 12%
O=C(COc1ccccc1Br)Nc1cccc(C(F)(F)F)c1 | 3%
CCc1ccc(C2C(C#N)=C(N)OC3=C2C(=O)CC(C)(C)C3)cc1 (stereo not drawn) | 4%
COc1ccc(/C=C2/SC(N3CCN(C(c4ccccc4)c4ccccc4)CC3)=NC2=O)cc1 | 24%
Cc1c(Cl)cccc1NC(=O)CSCc1cccc(Br)c1 | 7%
COc1ccc(-c2n[nH]c(=S)n2N=C/C(Br)=C/c2ccccc2)cc1 | 21%
CCNC(=S)NC(C(=O)OC)C12CC3CC(CC(C3)C1)C2 (stereo not drawn) | 2%
CCc1c(C)c2ccc(OCc3ccccc3)c(C)c2oc1=O | 16%
COc1ccc(C(=O)Nc2cc(Cl)ccc2C)cc1OC | 0%
Cc1ccccc1OCCNC(=O)Cc1cccc2ccccc12 | 2%
Cc1ccc(N2C(=O)NC(=O)/C(=C\c3ccc(N4CCOCC4)o3)C2=O)cc1C | 23%
CCc1ccc(C2C(C#N)=C(C)NC3=C2C(=O)CC(C)(C)C3)cc1 (stereo not drawn) | 10%
More structures follow.
SMILES | RNase H inhibition
CCOC(=O)C1C(=O)CC(C)(O)C(C(=O)OCC)C1c1ccc(C)cc1 (stereo not drawn) | 2%
O=C(Cc1ccc([N+](=O)[O-])cc1)Nc1cccc(-c2nc3ccccc3o2)c1 | 49%
CCOc1cccc(/C=N/NC(=O)CC2C(=O)NN=C2C)c1O (stereo not drawn) | 3%
O=C1NC(=S)S/C1=C/c1cccn1-c1ccc([N+](=O)[O-])cc1 | 0%
O=S(=O)(Cc1ccccc1)c1nc2ccccc2[nH]1 | 8%
CCC(CC)C(=O)Nc1ccccc1Cl | 11%
O=C(NN1C(=O)C=CC1=O)c1cccc([N+](=O)[O-])c1 | 6%
CCCCCOc1ccc2cc(C(NC(N)=O)C3CCCCC3)ccc2c1 (stereo not drawn) | 5%
Cc1cccc(NC(=O)/C(C#N)=C\c2cc(C)n(-c3ccccc3C)c2C)c1 | 15%
O=[N+]([O-])c1ccc(N2CCOCC2)cc1Sc1cccc2cccnc12 | 24%
COc1cccc(NC(=O)CN(c2ccccc2C)S(=O)(=O)c2ccccc2)c1 | 25%
COc1ccc(-n2nc3cc(C)c(NC(=O)COc4ccc(C)cc4)cc3n2)cc1 | 25%
Oc1[nH]c2ccccc2c1C=NCc1ccccc1C(F)(F)F | 0%
COc1ccc(OCC(=O)Nc2ccc(-c3nc4cc(C)ccc4o3)cc2)cc1 | 19%
O=C1N/C(=N/c2ccccn2)SC1Cc1cccc(Cl)c1 (stereo not drawn) | 10%
O=C1OC(c2ccc(Br)cc2)=N/C1=C\c1ccc(OC(=O)c2ccccc2F)cc1 | 9%
N#Cc1c(N)nc2c(c1-c1cccc(Br)c1)CCCCCCCCCC2 | 9%
Cc1ccc(/C=C2/SC(=S)N(CCC(=O)N3c4ccccc4Sc4ccccc43)C2=O)cc1 | 17%
CCOC(=O)c1c(NC(=O)C23CC4CC(CC(C4)C2)C3)sc(C(=O)Nc2ccccc2C)c1C | 5%
COc1ccc(OC)c(/C=C2\SC(N3CCC(C)CC3)=NC2=O)c1 | 12%
CC1=C(C(=O)OCCc2ccccc2)C(c2cccc(Cl)c2)C2=C(CC(c3ccccc3)CC2=O)N1 (stereo not drawn) | 17%
Cc1ccc(NCC(=O)N/N=C\C=C\c2ccco2)cc1 | 19%
Cc1[nH][nH]c(=O)c1C(c1ccc(F)cc1)C(C#N)C#N (stereo not drawn) | 1%
COCCCNC(=O)CN(c1ccc(Cl)cc1)S(C)(=O)=O | 8%
Cc1cccc(NC(=O)C2C(c3ccccc3)C=CC(c3ccccc3)C2C(=O)O)c1C (stereo not drawn) | 4%
The list goes on:
SMILES | RNase H inhibition
Cc1n(-c2ccccc2)c2ccc(-c3nc4ccccc4s3)cc2[n+]1CCCS(=O)(=O)[O-] | 7%
O=C1NC(=O)N(c2ccc(I)cc2)C(=O)/C1=C/c1cnn(-c2ccccc2)c1 | 41%
CC/C(Cc1ccccc1)=N\NC(=O)c1ccc(N)cc1 | 0%
Cc1ccc(-c2nn(-c3ccccc3)cc2C=O)o1 | 7%
CCOC(=O)C1=C(C)N=c2s/c(=C/c3ccc(OC)c(Br)c3)c(=O)n2C1c1cccs1 (stereo not drawn) | 0%
CCOC(=O)c1c(-c2ccc(C)cc2)csc1NC(=O)CCCC(=O)O | 1%
O=C(CCc1ccccc1)Nc1ccc(Br)cc1 | 9%
CC1=C(C#N)C(c2ccc(F)cc2)C2=C(CC(c3ccccc3)CC2=O)N1 (stereo not drawn) | 12%
O=C(Nc1ccc(OC(F)(F)F)cc1)c1ccc(Br)o1 | 0%
COc1ccc(O/C(=N\S(=O)(=O)c2ccccc2)c2ccccc2)cc1 | 5%
O=C1NC(=O)/C(=C\c2cc3c(cc2Br)OCO3)S1 | 12%
Clc1cccc(C=NN2CCN(Cc3ccccc3)CC2)c1 | 10%
O=C(Cc1cccc2ccccc12)N/N=C/c1cc(Br)ccc1O | 6%
O=C(O)C1CC(=O)N(CCc2ccccc2)C(=Nc2ccccc2)S1 (stereo not drawn) | 2%
COc1ccccc1OCCOCCOc1ccccc1OC | 13%
O=C(O)C1CC=CCC1C(=O)Nc1ccc(F)c(F)c1 (stereo not drawn) | 3%
C=CCNC(=S)NNC(=O)CCn1c2ccccc2c2ccccc21 | 3%
O=C(NC1CCCCC1)c1nc2nc(-c3ccccc3)cc(C(F)(F)F)n2n1 | 8%
COc1cccc(N2C(=O)CC(N3CCN(c4ccc(Cl)cc4)CC3)C2=O)c1 (stereo not drawn) | 5%

A stretch taken from the entries so far, as a working copy:
SMILES | RNase H inhibition
Cc1ccc(-c2nn(-c3ccccc3)cc2C=O)o1 | 7%
CCOC(=O)C1=C(C)N=c2s/c(=C/c3ccc(OC)c(Br)c3)c(=O)n2C1c1cccs1 (stereo not drawn) | 0%
CCOC(=O)c1c(-c2ccc(C)cc2)csc1NC(=O)CCCC(=O)O | 1%
O=C(CCc1ccccc1)Nc1ccc(Br)cc1 | 9%
CC1=C(C#N)C(c2ccc(F)cc2)C2=C(CC(c3ccccc3)CC2=O)N1 (stereo not drawn) | 12%
O=C(Nc1ccc(OC(F)(F)F)cc1)c1ccc(Br)o1 | 0%
COc1ccc(O/C(=N\S(=O)(=O)c2ccccc2)c2ccccc2)cc1 | 5%
O=C1NC(=O)/C(=C\c2cc3c(cc2Br)OCO3)S1 | 12%
Clc1cccc(C=NN2CCN(Cc3ccccc3)CC2)c1 | 10%
O=C(Cc1cccc2ccccc12)N/N=C/c1cc(Br)ccc1O | 6%
O=C(O)C1CC(=O)N(CCc2ccccc2)C(=Nc2ccccc2)S1 (stereo not drawn) | 2%
COc1ccccc1OCCOCCOc1ccccc1OC | 13%
O=C(O)C1CC=CCC1C(=O)Nc1ccc(F)c(F)c1 (stereo not drawn) | 3%
C=CCNC(=S)NNC(=O)CCn1c2ccccc2c2ccccc21 | 3%
O=C(NC1CCCCC1)c1nc2nc(-c3ccccc3)cc(C(F)(F)F)n2n1 | 8%
COc1cccc(N2C(=O)CC(N3CCN(c4ccc(Cl)cc4)CC3)C2=O)c1 (stereo not drawn) | 5%
